All columns: NCI-60 one-dose screen, growth in % after 48 h at 10 µM unless noted; 100 = growth as untreated, 0 = no growth, -100 = all killed.
K-562: K-562 leukemia | 7.4% of 78,000 active
MDA-MB-468: MDA-MB-468 breast cancer; 8.5% of 78,000 active; AID 2202374
MCF7: MCF7 breast cancer; 6.3% of 82,000 active; AID 1794796
MOLT-4: MOLT-4 leukemia cells. 6.9% of 80,000 active. AID 1794779
RPMI-8226: RPMI-8226 leukemia cells | 7.5% of 77,000 active | AID 1794781
MDA-MB-435: MDA-MB-435 melanoma; 7.8% of 82,000 active
SR: SR leukemia cells. 8.7% of 73,000 active
MDA-MB-231: MDA-MB-231 breast cancer; 5% of 81,000 active
* marks the source's active call; other numbers are inactive results; nt = not tested or not shown. How the source made its calls: active means growth percent below 10; inactive means the rest.

SMILES | MDA-MB-468 | MDA-MB-435 | SR | RPMI-8226 | K-562 | MDA-MB-231 | MCF7 | MOLT-4
Cc1cc(N)nc(=O)n1C1CC(O)C(CO)O1 (stereo not given) | nt | 102 | 90 | 100 | 78 | 100 | 100 | 86
O=c1n(Cc2ccc(Cn3cnn(-c4ccccc4)c3=O)cc2)cnn1-c1ccccc1 | 86 | 99 | nt | 77 | 85 | 101 | 81 | nt
C/C(=N/N)c1nnn(-c2ccc(F)cc2)c1C | 98 | 105 | 114 | 107 | 98 | 103 | 94 | 102
COc1ccc(-n2c(SCc3cc(OC)c(OC)c(OC)c3)nc3ccc(Cl)cc3c2=O)c(OC)c1 | 99 | 103 | 96 | 115 | 114 | 97 | 100 | 97
COc1cc(CNC(=O)C23CCC(C)(C)CC2C2=CCC4[C@@]5(C)CC[C@H](OC(C)=O)C(C)(C)C5CC[C@@]4(C)[C@]2(C)CC3)ccc1O (stereo not given in full) | 74 | 75 | 24 | 38 | 25 | 71 | 53 | 44
CC(O)c1ccc(C(C)(C)C)cc1 (stereo not given) | 106 | 104 | nt | 134 | 140 | 100 | 93 | 134
Cc1ccc(-c2csc(NC(=O)c3cc(-c4ccc(Cl)cc4)nc4ccccc34)n2)cc1 | 117 | 106 | 115 | 95 | 88 | 96 | 76 | 107
Cc1cccc2c1N[C@@H]1N(C)c3ccccc3[C@]1(C)C2 | 112 | 106 | 87 | 111 | 92 | 105 | 98 | 90
O=C1C(Cl)=C(Cl)C(Cl)(Cl)C(Cl)C1(Cl)Cl (stereo not given) | 115 | 111 | 90 | 98 | 102 | 96 | 97 | 95
CC(C)(C)C(=O)NCCNc1nccc(Nc2ccc(S(=O)(=O)Nc3ccccn3)cc2)n1 | 109 | 107 | 86 | 104 | 99 | 113 | 90 | 88

Record cards, from the list above:
`COc1ccc(-n2c(SCc3cc(OC)c(OC)c(OC)c3)nc3ccc(Cl)cc3c2=O)c(OC)c1` is entered as MDA-MB-468 = 99; MDA-MB-435 = 103; SR = 96; RPMI-8226 = 115; K-562 = 114; MDA-MB-231 = 97; MCF7 = 100; MOLT-4 = 97
`Cc1ccc(-c2csc(NC(=O)c3cc(-c4ccc(Cl)cc4)nc4ccccc34)n2)cc1` is entered as MDA-MB-468 = 117; MDA-MB-435 = 106; SR = 115; RPMI-8226 = 95; K-562 = 88; MDA-MB-231 = 96; MCF7 = 76; MOLT-4 = 107

Later entries.
SMILES | MDA-MB-468 | MDA-MB-435 | SR | RPMI-8226 | K-562 | MDA-MB-231 | MCF7 | MOLT-4
Nc1c(C(=O)c2ccc(Br)cc2)sc2nc3c(cc12)CCC3 | 87 | 77 | 75 | 95 | 84 | 86 | 77 | 83
O=[N+]([O-])c1cccc(/C=N/Nc2nc(N/N=C/c3cccc([N+](=O)[O-])c3)nc(N3CCOCC3)n2)c1 | 99 | 90 | 34 | 34 | 37 | 98 | 65 | 47
O=C(O)Cc1cc2c(cc1Br)OCO2 | 97 | 107 | 110 | 107 | 112 | 86 | 92 | 91
OC1CCN(CCCOc2c3ccccc3nc3c2oc2ccccc23)CC1 | -16* | -11* | -3.8* | -24* | 6.7* | -32* | 1.0* | 3.8*
Cc1ccc(/C=C2\SC(=S)N(CCC(=O)Nc3ncc(Cc4ccc(Cl)cc4)s3)C2=O)cc1 | 101 | 105 | 118 | 106 | 104 | 104 | 94 | 103
O=C(NCCO)c1ncc(-c2ccc(C(F)(F)F)cc2)c(NC2CCCCCC2)n1 | 93 | 105 | 83 | 95 | 108 | 97 | 91 | 96
Cc1ccc(C(=O)NN2C(=O)CSC2c2cccc(Cl)c2)cn1 (stereo not given) | 93 | 99 | 127 | 87 | 70 | 83 | 107 | 124
Cc1ccc(NC(=O)c2ccccc2)c(C)c1 | 120 | 109 | nt | 93 | 96 | 93 | 87 | 101
Cc1ccccc1Cc1ccccc1 | 101 | 104 | 83 | 91 | 102 | 118 | 81 | 98
CCOC(=O)CC1CSC(N/N=C/c2ccc(O)cc2)=N1 (stereo not given) | 108 | 103 | 98 | 104 | 99 | 113 | 91 | 107
CC1=NNC(C)(C)C1 | 96 | 99 | 95 | 97 | 99 | 99 | 99 | 94
O=C(NNC(=O)[C@@H]1C[C@H](C(=O)O)[C@@H]2CCC[C@@H]21)c1ccncc1 | 97 | 92 | 90 | 90 | 87 | 102 | 103 | 91
CC(Cl)C(O)C#N (stereo not given) | 75 | 106 | 95 | 95 | 96 | 105 | 94 | 89
CC1=NN(c2ccccc2)C(=O)/C1=C\N1CC(=O)NC1=S | 101 | 105 | 89 | nt | 104 | 98 | 103 | 102
CC(=O)Oc1cccc([N+](=O)[O-])c1 | 116 | 107 | 94 | 109 | 87 | 113 | 96 | 81
CCC(C)Cn1cnc2c(Sc3c([N+](=O)[O-])ncn3C)nc(N)nc21 (stereo not given) | 89 | 111 | 76 | 80 | 91 | 96 | 98 | 86
Nc1nc2ccc(OC(F)(F)F)cc2s1 | 86 | 99 | 87 | 102 | nt | 117 | 87 | 93
COC(=O)c1c2c(c(C)[n+]([O-])c1C)C(=O)C=C(NCc1ccc(F)cc1)C2=O | -67* | -93* | 2.1* | -21* | 1.6* | -29* | -61* | -35*
O=C(O)c1ccccc1Sc1ccc([N+](=O)[O-])cn1 | 112 | 105 | 109 | 110 | 103 | 108 | 99 | 104
O=Cc1sc2ccccc2c1Br | nt | 97 | nt | 87 | 83 | 88 | 84 | nt

Only MDA-MB-435, RPMI-8226 and K-562, for 3 of the compounds above:
Compound | MDA-MB-435 | RPMI-8226 | K-562
CC(=O)Oc1cccc([N+](=O)[O-])c1 | 107 | 109 | 87
O=C(NNC(=O)[C@@H]1C[C@H](C(=O)O)[C@@H]2CCC[C@@H]21)c1ccncc1 | 92 | 90 | 87
O=C1C(Cl)=C(Cl)C(Cl)(Cl)C(Cl)C1(Cl)Cl (stereo not given) | 111 | 98 | 102

(continued)
SMILES | MDA-MB-468 | MDA-MB-435 | SR | RPMI-8226 | K-562 | MDA-MB-231 | MCF7 | MOLT-4
COc1ccc(OC)c(/C=C2\N=C(c3ccccc3)N(c3ccc(S(N)(=O)=O)cc3)C2=O)c1 | 93 | 100 | 80 | 80 | 86 | 95 | 72 | 71
C=CC(=O)OCCCCCCC | 103 | 96 | 92 | 108 | 102 | 104 | 105 | 86
CCN(C(=O)CN1C(=O)/C(=C/c2ccco2)SC1=S)C1CCS(=O)(=O)C1 (stereo not given) | 61 | 92 | 87 | 101 | 90 | 108 | 92 | 103
Cn1c(O)c(/C=C2\C=Nc3ccccc32)n(C)c1=N | 98 | 100 | 86 | 79 | 97 | 87 | 59 | 95
Cc1ccc(Nc2nnc(-c3ccco3)o2)cc1 | 102 | 104 | 98 | 99 | 98 | 109 | 92 | 90
COc1ccc(NCc2cccn2Cc2cccc3ccccc23)cc1 | 80 | 102 | 85 | 92 | 85 | 91 | 96 | 93
ClCC#CCSc1ncnc2nc[nH]c12 | 53 | 103 | 91 | 93 | 113 | 99 | 94 | 91
O=C(Cc1ccc(/C=C/C(=O)c2ncc[nH]2)cc1)Nc1ccc(F)cc1 | 4.6* | 33 | -2.8* | -18* | nt | 23 | 11 | 15
O=C(O)Cc1ccc(Cl)cc1Cl | 98 | 97 | 100 | 108 | 88 | 80 | 98 | 98
CC(Oc1ccc(Cl)cc1Cl)C(=O)N=Nc1c(O)n(C)c2ccccc12 (stereo not given) | 88 | 99 | 96 | 104 | 91 | 95 | 69 | 102

Laid out differently: results already given
CC(Oc1ccc(Cl)cc1Cl)C(=O)N=Nc1c(O)n(C)c2ccccc12 (stereo not given)
  MDA-MB-468 = 88	MDA-MB-435 = 99	SR = 96	RPMI-8226 = 104	K-562 = 91	MDA-MB-231 = 95	MCF7 = 69	MOLT-4 = 102

ClCC#CCSc1ncnc2nc[nH]c12
  MDA-MB-468 = 53	MDA-MB-435 = 103	SR = 91	RPMI-8226 = 93	K-562 = 113	MDA-MB-231 = 99	MCF7 = 94	MOLT-4 = 91

Cn1c(O)c(/C=C2\C=Nc3ccccc32)n(C)c1=N
  MDA-MB-468 = 98	MDA-MB-435 = 100	SR = 86	RPMI-8226 = 79	K-562 = 97	MDA-MB-231 = 87	MCF7 = 59	MOLT-4 = 95

(list continues)
SMILES | MDA-MB-468 | MDA-MB-435 | SR | RPMI-8226 | K-562 | MDA-MB-231 | MCF7 | MOLT-4
N=C(N)c1ccc(-c2ccc(-c3ccc4ccccc4c3)s2)s1 | -16* | 11 | -37* | -18* | -47* | -37* | -67* | -47*
Cc1ccc(S(=O)(=O)N(Cc2ccccc2)c2ccccc2C(=O)NO)cc1 | 100 | 105 | 105 | 101 | 98 | 104 | 92 | nt
CC1(C)OC(=O)C(=Cc2ccccc2Br)C(=O)O1 | 98 | 98 | 80 | 96 | 87 | 109 | 102 | 100
Cc1ccc(-n2nc3n(/c2=N\C(=O)NS(=O)(=O)c2ccc(C)cc2)CCN3C2=NCCN2)cc1 | 114 | 97 | 135 | 106 | 109 | 100 | 95 | 112
COc1c(Cl)ccc2c(-c3nc4cc(Cl)c(F)cc4s3)cc(=O)oc12 | 80 | 102 | 23 | 49 | 65 | 65 | 96 | 44
COc1ccc(C2CCCCC2)cc1 | 112 | 103 | 96 | nt | 103 | 113 | 100 | 105
CCOC(=O)C1=C2N=C(C)C=C(c3ccccc3)N2NC(=O)N1 | 106 | 107 | 112 | 116 | 104 | 102 | 95 | 107
CCOC(=O)c1c(N)c(C#N)cn1-c1cc(OC)ccc1OC | 98 | 99 | 96 | 107 | 102 | 92 | 105 | 115
CCN(CC)CCCC(C)Nc1cnc(C(=O)Nc2cccc3ccc(OC)nc23)cn1 (stereo not given) | 79 | -58* | -5.7* | 24 | -57* | 72 | 20 | 53
Cc1cc(N2CCN(C3CCCC3)CC2)n2c(nc3ccccc32)c1C#N | 88 | 101 | 89 | 84 | 80 | 60 | 86 | 106
O=C1/C(=C/c2cn(-c3ccccc3)nc2-c2cccc([N+](=O)[O-])c2)SC(=S)N1Cc1ccc2c(c1)OCO2 | 116 | 100 | 97 | 114 | 102 | 107 | 101 | 100
CC1=C(C)C[C@@]2(Cc3c(C)cccc3C2=O)S(=O)C1 (stereo not given in full) | 32 | 77 | 66 | 19 | 38 | 103 | 70 | 100
O=C(COc1ccc(/C=C2\C(=O)Nc3cc(Cl)ccc32)cc1)Nc1ccc(F)cc1 | 91 | 88 | 60 | 86 | 57 | 99 | 71 | 65
CCCCn1cnc2c(=O)[nH]c(N)nc21 | 106 | 104 | 93 | 98 | 90 | 103 | 95 | 88
Cn1cccc1C(=O)C1C(c2ccc(Cl)cc2)C2CCCN2C12C(=O)Nc1ccc(Cl)cc12 (stereo not given) | 101 | 90 | 79 | 68 | 69 | 79 | 76 | 78
Cc1cccc2c1CCCC2=O | 97 | 112 | 108 | 95 | 108 | 100 | 101 | 91
CN1C2CCC1CN(c1cnc(C(=O)Nc3cc(F)cc4cccnc34)cn1)C2 | 13 | 56 | 22 | 44 | 16 | 31 | 5.8* | 21
CC(=O)OCC(CCn1ccc(=O)[nH]c1=O)COC(C)=O | 77 | 104 | 68 | 66 | 66 | 98 | 86 | 57
Clc1cccc(Cl)c1COc1ccc(Nc2ncnc3onc(-c4ccccc4)c23)cc1 | 59 | 66 | 36 | 57 | 69 | 77 | 62 | 73
Nc1[nH]c(=O)nc2oc(-c3ccccc3)c(-c3ccccc3)c12 | 81 | 105 | 91 | 88 | 85 | 94 | 89 | 74
N#CC(C#N)N=Nc1ccc(C(=O)O)cc1 | 99 | 107 | 108 | 107 | 104 | 109 | 94 | 101
O=C(Nc1ccccc1Cl)c1ccc(Cl)cc1 | 120 | 94 | 98 | 105 | 103 | 84 | 79 | 96
CN(C)CCN1c2ccccc2Sc2ccc3ccccc3c21 | 70 | 105 | 104 | 88 | 87 | 49 | 78 | nt
CC1=N/C(=C/c2ccccc2)C(=O)O1 | 104 | 106 | 94 | 110 | 98 | 113 | 74 | 90

Bioassay records (PubChem)
